WT yeast gro inh: growth inhibition of WT yeast, mitochondrial fusion screen; mitochondrial fusion phenotypic screen, WT strain; inhibition, % at 10 µM; 190,000 tested, 2.1% active; in the data active = inhibition above about 58%; tested in S. cerevisiae
RSV antiviral HEp-2: inhibition of RSV-induced cytopathic effect – HEp-2 cells, primary 10 µM value included (AID 2391). HEp-2 cells, RSV-induced CPE inhibition; higher % means a stronger effect. CPE inhibition, % at 10 µM; hits with a dose series show IC50 in µM. 310,000 tested, 0.13% active; in the data active = a potency from the dose series; inconclusive = CPE inhibition mostly from about 23% at the one dose, without a potency; inactive = the rest, 99 in 100 with CPE inhibition below about 21%; also: strong numbers were not always called active
Dengue-2 NS5 capping: flavivirus cap methylation enzyme inhibition – biochemical, confirmation dose response, primary screen (AID 588689); inhibition, % at 25 µM; hits with a dose series show IC50 in µM; 340,000 tested, 0.3% active; Dengue-2 NS5 methyltransferase capping enzyme assay, biochemical; higher % means a stronger effect; in the data active = a potency from the dose series; inconclusive = inhibition above about 29% without an active follow-up result
NTR1 agonist: agonists of NTR1, primary screen, imaging, U2OS cells, beta-arrestin-GFP, high content (AID 493036). activation, % at 20 µM. NTR1-U2OS beta-arrestin-GFP spot imaging, agonist mode. P30989. 330,000 tested, 0.17% active;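 active = activation at or above 40% of the spot to cytoplasm intensity ratio, with at least 20 cells analyzed; inconclusive = wells under 20 cells, flagged as cytotoxic or low count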;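 also: 0% = DMSO without peptide and 100% = 100 nM NTR1 peptide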
Target sequence (P30989 whole entry, looked up): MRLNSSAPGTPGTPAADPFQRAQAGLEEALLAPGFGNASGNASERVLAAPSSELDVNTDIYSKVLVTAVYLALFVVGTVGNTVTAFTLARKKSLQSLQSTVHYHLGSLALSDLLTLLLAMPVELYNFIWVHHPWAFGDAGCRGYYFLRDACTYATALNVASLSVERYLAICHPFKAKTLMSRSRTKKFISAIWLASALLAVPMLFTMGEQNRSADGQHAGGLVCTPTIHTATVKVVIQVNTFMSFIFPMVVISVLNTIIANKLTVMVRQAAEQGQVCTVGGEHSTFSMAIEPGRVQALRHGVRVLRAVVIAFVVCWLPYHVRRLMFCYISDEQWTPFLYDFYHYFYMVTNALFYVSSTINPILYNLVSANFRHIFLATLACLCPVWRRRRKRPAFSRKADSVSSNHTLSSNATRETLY
LYP phosphatase: PTPN22 lymphoid phosphatase activity blockers – biochemical, fluorescence intensity, uHTS (AID 1779). recombinant LYP phosphatase, fluorescence intensity; higher % means a stronger effect. inhibition, % at 11.5 µM, or IC50 in µM where a hit was titrated. 290,000 tested, 0.054% active; in the data active = inhibition above about 50%;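 also: plate controls were vehicle with enzyme for no effect and no enzyme for full effect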
Autophagy mod: autophagy modulation, high-content screen; MEF GFP-LC3 puncta imaging; test concentration mostly 10 µM; calls only at 10 µM (by protocol); 190,000 tested, 0.98% active; AID 463193;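 active = percentage of spot-positive cells more than 3 SD above its plate mean, without a fluorescence outlier flag or 80% toxicity; inconclusive = no clear call, values can overlap the other calls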;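 also: spot-positive cell cutoff set from DMSO-treated cells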
GPR35 antagonists: inhibition of zaprinast-stimulated GPR35 beta-arrestin translocation – imaging, U2OS, beta-arrestin-GFP, zaprinast agonist, primary screen (AID 2058); U2OS GPR35 beta-arrestin-GFP translocation imaging, zaprinast antagonism; higher % means a stronger effect; inhibition, % at 10 µM, or IC50 in µM where a hit was titrated; 290,000 tested, 0.052% active;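 active = inhibition of at least 50% with at least 30 cells and total cytoplasm GFP at most 10,000,000; inconclusive = under 30 cells or total GFP of 10,000,000 plus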
K1F lysis inhibition: inhibition of K1F phage lysis, E. coli UTI89, bacterial capsule biogenesis inhibitors, alamar blue (AID 488966); E. coli UTI89 K1F phage lysis, alamar blue, 2 h; higher % means a stronger effect; one-dose inhibition, % at 100 µM; IC50 in µM for titrated hits; 340,000 tested, 0.02% active;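 active = phage lysis inhibition, versus mean bacterial control, above a set limit; inconclusive = no clear call, values can overlap the other calls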;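 also: capsule biogenesis inhibitors block K1F phage lysis so surviving cells raise fluorescence; higher fluorescence means more inhibition of phage lysis; actives were called in the ten point dose series up to 300 µM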
AID2073: disruptors of CaV2.2 binding to Mint1 – biochemical, HTRF (AID 2073); HTRF protein-protein interaction, Mint1-CaV2.2; higher % means a stronger effect; inhibition, % at 20 µM, or IC50 in µM where a hit was titrated; 290,000 tested, 0.19% active; in the data active = inhibition mostly above about 51%, no sharp cut-off; inconclusive = no clear call, values can overlap the other calls; inactive = mostly below about 53%; also: some results filed as inactive read as strong as hits
WT yeast gro inh mutant strain: second read-out of WT yeast gro inh, no call of its own (marks repeat the call); inhibition, %; mitochondrial fusion phenotypic screen, mutant strain inhibition
Autophagy mod cell loss 18 h: further read-out of Autophagy mod, marked with its call; toxicity, %; measured here: cell loss, nuclei count;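 cell loss after 18 h compound exposure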
NTR1 agonist cell count 20 µM: recorded beside NTR1 agonist, whose call it bears; cell count; measured here: cell count, cytotoxicity flag
Dengue-2 NS5 capping pilot replicate: further read-out of Dengue-2 NS5 capping, marked with its call; inhibition, %; measured here: pilot screen replicate inhibition
* hit, by the source's call; i = inactive; ? = inconclusive; . = not tested or not shown; [ ] = dose if it differs, or a comment. Compounds as they come. About 2.6% of those tested had a hit in this group.

SMILES	WT yeast gro inh	WT yeast gro inh mutant strain	RSV antiviral HEp-2	Dengue-2 NS5 capping	NTR1 agonist	NTR1 agonist cell count 20 µM	LYP phosphatase	Autophagy mod	Autophagy mod cell loss 18 h	GPR35 antagonists	K1F lysis inhibition	AID2073	others
CCCN(CCC)Cc1c(C(=O)N/N=C/c2ccco2)nnn1-c1nonc1N	.	.	1.7%	-5%	-0.9	46	-3%	.	.	-7%	0.1%	-7%
COC(=O)C(COC(=O)c1c(F)cccc1F)NC(=O)c1c(F)cccc1F (centres undefined)	.	.	8.5%	-5%	-1.2	88	-7%	.	.	5%	0.0%	13%
O=c1oc2ccccc2c(N2CCCC2)c1CN1CCCC1	-7	3	0.0%	-5%	-0.2	51	2%	i	-5	1%	0.0%	29%
CCOC(=O)C(C)Sc1nnc(-c2ccccc2O)n1-c1ccc(C)cc1 (centres undefined)	15	-2	1.8%	-6%	2.6	91	1%	i	-5	5%	-0.8%	6%
O=C(O)CN1C(=O)SC(Nc2ccccc2C(=O)O)C1=O (centres undefined)	11	8	-1.5%	5%	-0.4	42	-8%	i	-4	12%	6.4%	6%
O=C(COc1ccc(Br)cc1)NCCCNC(=O)c1cccnc1	.	.	-0.1%	-6%	0.9	54	-5%	.	.	-5%	0.0%	13%
COc1ccc(C(C(=O)Nc2ccc3c(c2)OCO3)N(C)C(=O)Cc2c[nH]c3ccccc23)cc1 (centres undefined)	-11	-4	11%	-3%	-0.9	40	-3%	i	-1	-15%	-3.2%	2%
Cc1ccc(N(CC(O)CN2C(=O)NC(C)(C)C2=O)S(=O)(=O)c2ccc(C)cc2)cc1 (centres undefined)	.	.	?	-10%	-0.5	69	-6%	.	.	8%	-0.2%	?
O=C(NCC1CCCO1)C(c1ccc(N2CCOCC2)cc1)N(C(=O)Cn1nnc2ccccc21)c1ccccc1F (centres undefined)	-2	5	-1.3%	-5%	5.7	74	-5%	i	5	-5%	0.1%	3%
COc1cc(NC(=O)C2=C(N3CCOCC3)/C(=C/c3ccc(Cl)cc3)CC2)cc(OC)c1OC	-1	15	?	-7%	12	67	7%	i	3	44%	0.0%	7%
O=C(COc1ccccc1Cl)NNC(=O)c1cc(S(=O)(=O)N2CCOCC2)ccc1N1CCCC1	.	.	1.9%	-3%	-1.0	68	1%	.	.	2%	-0.1%	7%
CCOc1ccc(C)cc1-n1nc2ccccc2n1	-24	-10	4.8%	3%	2.6	85	-7%	i	10	-1%	-0.1%	12%
COc1ccc([C@H]2CC(=O)C=C(c3ccccc3-c3ccccc3)C2)cc1	.	.	-0.3%	-6%	2.9	63	.	.	.	.	-1.2%	.
Cc1nc(C(=O)O)nn1-c1ccc([N+](=O)[O-])cc1	-10	2	1.9%	-4%	-0.5	73	-6%	i	28	-9%	1.6%	3%
CC(=O)N1CCN(c2ccc(NC(=O)c3ccccc3Br)cc2Cl)CC1	-1	-8	?	.	-1.2	68	-3%	i	10	-5%	0.0%	6%
Cn1c2c(c(=O)n(C)c1=O)CN(CC1CCCO1)CN2 (centres undefined)	-4	-16	0.7%	-7%	1.3	79	0%	i	4	4%	0.3%	-3%
Cc1ccc(NC(=O)CN(C)C(=O)Cn2cc(C(F)(F)F)ccc2=O)cc1	-2	8	1.5%	2%	0.5	42	-2%	i	34	-3%	0.7%[50 µM]	8%
C/C(=N\NC(=O)c1[nH]c2c([N+](=O)[O-])cc(C)cc2c1-c1ccccc1)c1cccnc1	0	5	6.0%	-12%	-0.4	39	3%	i	62	9%	0.2%	-12%
O=C(O)CCCCCNC(=O)CCn1cnc2ccccc2c1=O	-11	-35	5.1%	1%	0.9	79	0%	i	23	6%	0.1%	-4%
Cc1ccccc1NC(=S)NCc1ccc(Cl)cc1	26	7	0.6%	-5%	0.7	64	-1%	i	-13	2%	2.0%	-8%
O=C(CSc1ncnc2sc3c(c12)CCCC3)c1ccco1	12	15	6.4%	-1%	6.4	35	-8%	i	4	8%	1.6%	4%
O=C(NCc1csc2ccccc12)Nc1cc(Cl)cc(Cl)c1	.	.	.	2%	1.1	57	-1%	.	.	9%	-2.5%	-5%
Cc1cc(C)c(C)c(S(=O)(=O)NCC(=O)NCc2ccco2)c1C	2	-10	3.9%	-9%	-0.5	72	-6%	i	-1	9%	2.0%[50 µM]	18%
COc1ccccc1OCCOCCOc1ccccc1Cl	-4	-14	2.2%	-3%	0.1	48	-1%	i	-3	-8%	2.9%	-8%
Cc1cccc(-c2nsc(SCC(=O)Nc3nccs3)n2)c1	1	15	1.1%	-4%	0.5	88	4%	i	12	-2%	1.4%	-7%
CN(C)C(=O)COC(=O)c1cccnc1Nc1ccccc1F	9	-6	0.0%	3%	-1.8	51	-4%	i	9	-5%	3.4%	1%
Clc1cccc2sc(N3CCCC3)nc12	-3	-5	5.3%	3%	-0.1	82	-3%	i	-3	-10%	0.3%	1%
COc1cccc(CN(C)CC(=O)NC(=O)NCc2ccco2)c1	9	9	1.2%	2%	-0.1	72	-5%	i	6	-14%	0.4%	16%
Cc1cccc(NS(=O)(=O)c2ccc(C)c(C(=O)NCC(c3ccccc3)N(C)C)c2)c1 (centres undefined)	.	.	-0.5%	-7%	-1.3	62	.	.	.	.	0.0%	.
CCOc1ncccc1C(=O)OCC(=O)NC(=O)c1ccccc1	.	.	0.7%	-3%	0.6	87	.	.	.	.	0.5%[50 µM]	.

Ten structures from above, sorted by SMILES length, largest number first.
SMILES	WT yeast gro inh	WT yeast gro inh mutant strain	RSV antiviral HEp-2	Dengue-2 NS5 capping	NTR1 agonist	NTR1 agonist cell count 20 µM	LYP phosphatase	Autophagy mod	Autophagy mod cell loss 18 h	GPR35 antagonists	K1F lysis inhibition	AID2073	others
O=C(NCC1CCCO1)C(c1ccc(N2CCOCC2)cc1)N(C(=O)Cn1nnc2ccccc21)c1ccccc1F (centres undefined)	-2	5	-1.3%	-5%	5.7	74	-5%	i	5	-5%	0.1%	3%
COC(=O)C(COC(=O)c1c(F)cccc1F)NC(=O)c1c(F)cccc1F (centres undefined)	.	.	8.5%	-5%	-1.2	88	-7%	.	.	5%	0.0%	13%
CCCN(CCC)Cc1c(C(=O)N/N=C/c2ccco2)nnn1-c1nonc1N	.	.	1.7%	-5%	-0.9	46	-3%	.	.	-7%	0.1%	-7%
CCOC(=O)C(C)Sc1nnc(-c2ccccc2O)n1-c1ccc(C)cc1 (centres undefined)	15	-2	1.8%	-6%	2.6	91	1%	i	-5	5%	-0.8%	6%
Cc1cc(C)c(C)c(S(=O)(=O)NCC(=O)NCc2ccco2)c1C	2	-10	3.9%	-9%	-0.5	72	-6%	i	-1	9%	2.0%[50 µM]	18%
O=C(NCc1csc2ccccc12)Nc1cc(Cl)cc(Cl)c1	.	.	.	2%	1.1	57	-1%	.	.	9%	-2.5%	-5%
O=C(CSc1ncnc2sc3c(c12)CCCC3)c1ccco1	12	15	6.4%	-1%	6.4	35	-8%	i	4	8%	1.6%	4%
O=c1oc2ccccc2c(N2CCCC2)c1CN1CCCC1	-7	3	0.0%	-5%	-0.2	51	2%	i	-5	1%	0.0%	29%
Cc1ccccc1NC(=S)NCc1ccc(Cl)cc1	26	7	0.6%	-5%	0.7	64	-1%	i	-13	2%	2.0%	-8%
Clc1cccc2sc(N3CCCC3)nc12	-3	-5	5.3%	3%	-0.1	82	-3%	i	-3	-10%	0.3%	1%

Continued.
SMILES	WT yeast gro inh	WT yeast gro inh mutant strain	RSV antiviral HEp-2	Dengue-2 NS5 capping	NTR1 agonist	NTR1 agonist cell count 20 µM	LYP phosphatase	Autophagy mod	Autophagy mod cell loss 18 h	GPR35 antagonists	K1F lysis inhibition	AID2073	others
COc1cccc(NS(=O)(=O)c2ccc(C)c(C(=O)N3CCCCC3)c2)c1	.	.	1.9%	0%	0.1	62	-7%	.	.	-9%	0.4%[50 µM]	12%
Cc1ccc(Nc2nc(N)nc(CSCCO)n2)cc1	0	7	1.9%	-7%	-1.3	64	1%	i	-8	-2%	2.2%	-5%
CC(C)Oc1ccccc1C1CC(=O)Nc2c1c(=O)n(C)c(=O)n2C (centres undefined)	0	0	1.1%	.	1.0	85	-2%	i	13	8%	.	19%
O=C(CSc1nccn1-c1ccc(F)cc1)NCc1ccc2c(c1)OCO2	4	10	0.6%	1%	0.5	68	0%	i	-42	12%	0.7%	-10%
CN(CC(=O)Nc1ccc(F)cc1Cl)Cc1cccs1	.	.	9.3%	-11%	-0.8	33	0%	.	.	-4%	0.1%	-3%
CCOC(=O)C(C(=O)Nc1cccc(C)c1)C1CCCCC1 (centres undefined)	-3	-2	-1.2%	-4%	-0.4	44	0%	i	-13	9%	0.2%	2%
COC(=O)CSc1nnc(-c2ccoc2C)n1-c1ccc(OC)cc1	-5	9	0.0%	2%	2.5	72	-5%	i	-1	12%	-1.7%	-7%
Fc1ccccc1/C=C/c1ccc2ccccc2n1	44	25	?	-6%	5.6	66	-1%	i	2	-2%	0.1%	2%
O=C(CN1C(=O)C2C3CCC(C3)C2C1=O)NCc1ccco1 (centres undefined)	-5	-8	1.3%	-1%	-0.7	69	-7%	i	-8	-4%	1.7%	4%
CC1=CC(C)(C)Nc2ccc(OC(=O)c3ccco3)cc21	-5	9	?	0%	-1.3	56	0%	i	33	4%	0.0%	2%
CC(C)(C)c1ccc(-c2nnc(SCC(=O)O)n2N)cc1	-19	11	-0.6%	-3%	4.7	95	-9%	i	7	10%	0.4%	-11%	Dengue-2 NS5 capping pilot replicate=-2.4
O=C(N1CCN(c2ccccc2F)CC1)C1(c2cccs2)CCOCC1	-29	-10	1.4%	-2%	-1.7	81	-5%	i	-4	-10%	1.1%[50 µM]	10%
O=C(c1ccccn1)c1ccc2ccccc2n1	.	.	.	.	1.4	55	-7%	.	.	-1%	.	16%
O=C(CNC1CCCCCC1)Nc1ccccc1N1CCOCC1	-4	0	-0.2%	-3%	2.5	36	-1%	i	4	-10%	-0.3%	-4%
O=C(Cc1ccc(Cl)cc1)Nc1cccc(S(=O)(=O)Nc2ccccc2F)c1	-7	14	8.0%	-7%	-0.7	65	-3%	i	-7	0%	2.4%	-7%
CCC(c1nnnn1C1CCCC1)N1CCN(c2cccc(OC)c2)CC1 (centres undefined)	14	-5	0.1%	.	1.3	38	-3%	i	-6	6%	.	-1%
CC(C)(C)c1cc(N2CCOCC2)n2ncc(-c3ccccc3)c2n1	.	.	0.2%	-16%	16	93	-5%	.	.	12%	1.3%	27%
C=CCN(Cc1cccs1)C(=O)CN1CCN(S(=O)(=O)c2ccc3c(c2)OCCCO3)CC1	.	.	2.5%	-1%	0.5	52	.	.	.	.	-0.6%[50 µM]	.

Source: PubChem BioAssay
